Source: PubChem
SSB-PriA inh: inhibitors of Klebsiella pneumoniae PriA binding to SSB C-terminal tail, primary screen, biochemical, AlphaScreen | 430,000 compounds, 0.6% hits | PriA–SSB C-terminal tail interaction (Klebsiella pneumoniae) | AlphaScreen SSBct-PriA binding, biotinylated peptide | inhibition, % at 33 µM | AID 1272365, 2023; in the data active = inhibition mostly above about 37%, no sharp cut-off; inactive = mostly below about 20%;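 also: plate controls were negative control peptide for no effect and reference peptide for full effect; strong numbers were not always called active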
SARS 3CLpro inh: SARS-CoV 3CLpro protease inhibitors, primary screen, biochemical, quenched FRET; Replicase polyprotein 1ab (Severe acute respiratory syndrome coronavirus), P0C6X7; recombinant SARS-CoV 3CLpro, quenched FRET peptide cleavage; inhibition, % at 6 µM; 290,000 compounds, 0.14% hits; in the data active = inhibition above about 12%
VHR inh abs: VHR1 phosphatase inhibitors, primary screen, biochemical, absorbance, uHTS | recombinant VHR phosphatase, pNPP absorbance | inhibition, % at 13.3 µM | Dual specificity protein phosphatase 3 (Homo sapiens), P51452 | 290,000 compounds, 0.52% hits; in the data active = inhibition above about 50%; also: some compounds called inactive have numbers as strong as hits
BH1578 lux ind: inducers of Vibrio cholerae quorum light production without autoinducers, primary screen, BH1578 luxS cqsA deficient, single point; V. cholerae BH1578 lux reporter, luminescence, 6 h; activation, % at 18.7 µM; 350,000 compounds, 0.16% hits; AID 588436, 2011; in the data active = activation mostly above about 9.7%, no sharp cut-off; also: not every result past the cut was called active; inactives centre near 0; reference of the scale not given here
FBA Mtb inh: Mtb FBA enzyme inhibitors, primary screen, biochemical, fluorescence, strain H37Rv. purified M. tuberculosis FBA, fluorescence read-out. inhibition, % at 1 µM. Fructose-bisphosphate aldolase (Mycobacterium tuberculosis (strain ATCC 25618 / H37Rv)), …. 360,000 compounds, 2.3% hits; in the data active = inhibition above about 27%;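 also: 0% = vehicle and 100% = reference inhibitor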
Target sequence (P9WQA3 whole entry, looked up): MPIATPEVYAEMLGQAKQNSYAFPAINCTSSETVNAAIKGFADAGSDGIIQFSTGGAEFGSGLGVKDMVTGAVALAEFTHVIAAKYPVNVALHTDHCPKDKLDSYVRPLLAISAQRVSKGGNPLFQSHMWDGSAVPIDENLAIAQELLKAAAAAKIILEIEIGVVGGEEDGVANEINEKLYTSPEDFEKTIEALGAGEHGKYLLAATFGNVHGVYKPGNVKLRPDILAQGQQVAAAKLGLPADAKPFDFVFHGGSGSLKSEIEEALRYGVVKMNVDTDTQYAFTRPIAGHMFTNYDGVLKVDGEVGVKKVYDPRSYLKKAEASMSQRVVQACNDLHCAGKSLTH
Rv3671c inh: Rv3671c serine protease inhibitors, primary screen, biochemical, fluorescence polarization, M. tuberculosis H37Rv. inhibition, % at 5.96 µM. 320,000 compounds, 0.048% hits. AID 2606, 2010; in the data active = inhibition above about 38%;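 also: extracellular domain of Rv3671c used as enzyme; 0% = enzyme with DMSO and 100% = no enzyme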
Target sequence (P9WHR9 whole entry, looked up, the tested form may be a part): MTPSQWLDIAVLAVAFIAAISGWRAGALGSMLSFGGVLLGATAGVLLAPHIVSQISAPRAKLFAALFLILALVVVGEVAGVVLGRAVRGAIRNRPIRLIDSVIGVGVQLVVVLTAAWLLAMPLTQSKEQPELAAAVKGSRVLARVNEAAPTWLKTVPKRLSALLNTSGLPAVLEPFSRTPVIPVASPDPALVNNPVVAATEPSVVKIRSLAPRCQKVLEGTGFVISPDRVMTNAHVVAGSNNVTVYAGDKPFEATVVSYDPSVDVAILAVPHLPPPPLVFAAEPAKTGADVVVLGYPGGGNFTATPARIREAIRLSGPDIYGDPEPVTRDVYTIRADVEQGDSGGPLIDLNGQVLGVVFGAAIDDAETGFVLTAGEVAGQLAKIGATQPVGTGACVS
Mtb BioA inh: M. tuberculosis BioA enzyme inhibitors, primary screen, biochemical, plate reader, single point, HTS; AID 602481, 2012; inhibition, % at 9.99 µM; 360,000 compounds, 0.096% hits; purified M. tuberculosis BioA enzyme; in the data active = inhibition above about 40%
MazF activator: activators of E. coli MazEF toxin-antitoxin RNase, primary screen, biochemical, fluorescence, uHTS; FAM/BHQ RNA-DNA oligo cleavage fluorescence, 5 h; Endoribonuclease toxin MazF (Escherichia coli (strain K12)), P0AE70; 350,000 compounds, 0.32% hits; activation, % at 20 µM; in the data active = activation above about 50%
Target sequence (P0AE70 whole entry, looked up): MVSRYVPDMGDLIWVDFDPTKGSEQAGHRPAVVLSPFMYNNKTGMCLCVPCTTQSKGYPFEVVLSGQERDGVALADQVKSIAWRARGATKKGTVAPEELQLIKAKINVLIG
GDH-TPI counter: GDH-TPI coupling enzyme inhibitors, primary screen, artefact control for M. tuberculosis FBA inhibitor project, biochemical, absorbance, full deck; GDH-TPI coupled enzyme counterscreen, NADH absorbance; inhibition, % at 4.8 µM; 360,000 compounds, 1.2% hits; in the data active = inhibition above about 30%;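 also: 0% = DMSO wells and 100% = wells lacking the enzyme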
Mtb UGM inh: M. tuberculosis UGM enzyme inhibitors, primary screen, biochemical, fluorescence polarization, single point; UDP-galactopyranose mutase (Mycobacterium tuberculosis (strain ATCC 25618 / H37Rv)), …; purified UGM, fluorescence polarization probe displacement; inhibition, % at 10 µM; 320,000 compounds, 0.06% hits; in the data active = inhibition above about 10%, passing the limit was not always enough
Active calls of the source: *; i = inactive; · = no result given; + = active, no number; & = joins results of further samples. This is a subset; rates above refer to the full screens.

SMILES	SSB-PriA inh	SARS 3CLpro inh	VHR inh abs	BH1578 lux ind	FBA Mtb inh	Rv3671c inh	Mtb BioA inh	MazF activator	GDH-TPI counter	Mtb UGM inh
CCOc1cccc(-c2nnc(SCC(=O)Nc3ccc(OC)c(OC)c3)n2N)c1	3	0	5	-0.3	1	1	-3.5	1	2	2.9
Cc1ccc(C(=O)Nc2nc(-c3ccc([N+](=O)[O-])cc3)cs2)o1	-11	-1	1	i	-2	-26	·	4	8	1.2
Cc1cccc2[nH]c3c(N4CC=C(c5ccc(F)cc5)CC4)ncnc3c12	13	5	-1	-0.5	11	-28	-1.3	5	5	-2.1
O=C1NC(=O)N(Cc2ccccc2)C(=O)C1Cc1ccccc1 (centres undefined)	-15	·	·	i	-3	·	·	4	-6	·
CS(=O)(=O)c1ccc(C(=O)OCC(=O)NNC(=O)COc2ccc(Cl)cc2)cc1	-6	·	·	2.4	3	-3	-2.7	-4	-1	-0.5
O=C(Cn1c(CC(=O)N2CCCC2)nc2ccccc21)NCc1ccccc1	-6	-8	3	0.5	5	2	·	-1	-10	1.8
Clc1cccc(Cl)c1CO/N=C/c1c(-c2ccccc2)nc2n1CCS2	·	-3	27	i	-3	-8	-2.1	-9	16	1.9
COc1ccc(OC)c(NC(=O)CNC(=O)Cn2cnc3sc(C)cc3c2=O)c1	-15	-1	3	i	1	-14	0.0	11	0	0.3
CC(OC(=O)c1ccc([N+](=O)[O-])s1)C(=O)Nc1ncc(Cl)cc1Cl (centres undefined)	-18	3	23	i	4	-55	-2.6	8	3	-2.4
COCCCNc1nc2c(c(=O)n(Cc3ccc(OC)cc3)c(=O)n2C)n1C	1	1	6	i	0	3	-1.4	3	5	0.9
CC(=O)Nc1ccc(NS(=O)(=O)c2ccc3c(c2)n(C)c(=O)n3C)cc1	-6	4	-8	0.5	2	-11	-1.6	-2	7	-0.9
Brc1ccc(-c2nc(N/N=C/c3cccnc3)c3ccccc3n2)cc1	·	8	14	i	6	-60	·	3	27	2.0
COc1ccc(C2/C(=C(/O)c3ccc4c(c3)CC(C)O4)C(=O)C(=O)N2CCCn2ccnc2)cc1 (centres undefined)	·	1	-4	i	-2	-5	1.5	3	15	0.4
CC(=O)c1ccc(OCC(=O)N(CCC2=CCCCC2)c2c(N)n(Cc3ccccc3)c(=O)[nH]c2=O)cc1	15	·	·	-1.4	-2	0	-0.2	-6	17	2.8
CCc1nnc(NC(=O)CSc2ncc(-c3ccccc3)n2C)s1	-5	-4	5	i	-3	-11	-0.4	-2	-7	-0.5
O=C(CSc1nnc(CNc2ccc(F)cc2)n1Cc1ccccc1)NCc1ccco1	7	0	24	-0.3	1	-7	11	-1	2	2.7
O=C(Nc1ccc(-c2nnco2)cc1)c1ccccc1	-10	-2	-4	·	-2	3	0.9	8	3	-1.0
CC(=O)Nc1ccc(N=Cc2c(O)c(C(=O)Nc3ccccc3)cc3ccccc23)cc1	-1	4	-9	·	·	5	·	-300	·	6.4
Cc1c(CC(=O)NCCCC(=O)O)c(=O)oc2cc3c(cc12)CCC(C)(C)O3	-6	1	-2	i	+	-7	-2.4	5	26	-3.0
O=C(CCN1C(=O)COc2ccccc21)NCCCN1CCCC1	-15	1	18	-0.5	1	-2	-0.6	-7	10	0.6

Reprinted from the part before: two compounds, then new ones.
SMILES	SSB-PriA inh	SARS 3CLpro inh	VHR inh abs	BH1578 lux ind	FBA Mtb inh	Rv3671c inh	Mtb BioA inh	MazF activator	GDH-TPI counter	Mtb UGM inh
Cc1c(CC(=O)NCCCC(=O)O)c(=O)oc2cc3c(cc12)CCC(C)(C)O3	-6	1	-2	i	+	-7	-2.4	5	26	-3.0
O=C(CCN1C(=O)COc2ccccc21)NCCCN1CCCC1	-15	1	18	-0.5	1	-2	-0.6	-7	10	0.6
O=C(CC(=O)Nc1cc(Cl)ccc1Cl)Nc1cc(Cl)ccc1Cl	0	-4	18	0.6	10	1	6.2	-3	11	-2.6
CCc1nc2c(OCc3ccccc3OC)cccn2c1N(C)C(=O)C(C)C	·	·	·	i	-1	·	4.3	·	3	·
Cn1c(=O)cc(SCC(=O)NCCN2CCN(c3ccccc3F)CC2)c2cc(Cl)ccc21	-4	-5	-2	i	-1	5	-0.5	3	16	1.6
C[C@H](NC(=O)c1nc[nH]c1C(=O)N[C@H](C)c1ccccc1)C(=O)OCc1ccccc1	-2	·	19	2.2	2	-5	-0.7	0	-4	0.2
COc1cccc(CN2CCN(Cc3ccc4c(c3)OCCO4)CC2CCO)c1 (centres undefined)	-11	1	-8	i	1	-1	-0.3	-2	13	-0.2
COc1ccc(OCc2nn3c(Cn4cnc5ccccc54)nnc3s2)cc1	-4	0	0	i	2	8	1.8	-12	4	0.8
O=C(CCc1nnc(Cc2c[nH]c3ccccc23)o1)NC1CCCC1	4	6	22	-2.3	-2	8	-0.7	6	-4	-2.0
Cc1nc2ccccn2c1P(=S)(c1ccccc1)c1ccccc1	·	·	·	-0.4	-1	·	-0.2	·	11	·
COCCn1c(SCC(=O)NCc2ccc3c(c2)OCO3)nc2ccccc2c1=O	-7	-3	27	-0.5	4	0	·	-28	3	-1.3
COc1ccccc1CNC(=O)COC(=O)/C=C/c1ccc2c(c1)OCO2	1	·	·	-6.2	3	-2	-1.6	-5	21	0.9
Clc1nn2cnnc2c2ccccc12	-9	2	25	i	2	1	·	3	-6	0.1
NS(=O)(=O)c1ccc(NC(=O)c2ccc(S(=O)(=O)N3CCCCC3)cc2)cc1	-1	·	·	-1.1	2	-6	-1.6	9	-6	2.7
CCN(CC(=O)NCc1ccncc1)S(=O)(=O)c1cc(Cl)ccc1Cl	-15	-8	21	0.7	6	-11	-2.6	11	7	2.7
CCn1nc(NC(=O)C(C)C)c2cc3cccc(C)c3nc21	-9	-1	56*	1.4	10	1	-3.3	13	15	-1.6
N=c1c(C(=O)NCc2ccco2)cc2c(=O)n3ccccc3nc2n1C1CCCC1	0	-6	41	-0.5	+	6	-0.6	-4	13	-0.1
CC(NC(=S)Nc1ccc(Cl)cc1)C(c1ccccc1)N1CCOCC1 (centres undefined)	5	1	13	-2.3	2	0	1.7	-8	8	-3.1
Cc1c(C(=O)N2CCCC2)sc(NC(=O)c2cccs2)c1C#N	-17	5	9	-3.7	-5	0	-1.1	-11	7	1.9
CN1C[C@@H]2[C@@H]3C(=O)N(C)C(=O)[C@@H]3[C@](C)(C1=O)N2C(=O)c1ccc(Br)cc1	-2	·	·	-0.3	0	·	-1.1	-1	-5	·
O=C(CSc1nnc(-c2ccc(Cl)cc2Cl)n1C1CCCCC1)NC1CCS(=O)(=O)C1 (centres undefined)	-4	-1	39	-7.1	-4	-14	-1.4	-6	1	1.5
CCc1nnc2n1N=C(c1ccc(Cl)cc1Cl)CS2	2	-4	11	-2.8	-1	5	9.4	0	-2	-0.5
CCOc1ccc(-n2c(O)c(/C=N/Nc3nc(C)cc(C)n3)c3ccccc3c2=O)cc1	·	3	-8	-0.3	6	20	-2.6	6	1	1.9
COc1ccc2c(CC(=O)OCc3nc4ccsc4c(=O)[nH]3)coc2c1	-2	·	·	i	1	-3	-1.8	-1	5	1.2
OCCc1c[nH]c2cc(F)ccc12	-3	-4	40	i	5	-2	0.1	8	15	0.3
O=C(NCCCn1ccnc1)c1cc2ccccc2oc1=O	-8	-2	-10	-0.3	7	-6	·	2	12	0.2
CCn1c(CNc2ccc(F)cc2)nnc1SCCN1CCCCC1	-10	5	4	-9.1	1	6	0.7	2	-2	-1.3
CCOc1ccc(NC(=O)CCC(=O)NNC(=O)c2ccco2)cc1	-8	-1	-14	-0.3	-2	2	-2.6	4	15	-2.3
CCc1nnc(NC(=O)c2cc3ccccc3oc2=O)s1	5	0	-11	i	-4	-4	-1.8	5	18	2.8
Cc1ccc(S(=O)(=O)CCC(=O)OC(C)c2nnc(-c3cccs3)o2)cc1 (centres undefined)	-2	·	·	-2.1	-2	3	-0.9	6	3	2.6
OCCc1c[nH]c2ccc(C(F)(F)F)cc12	-15	-5	40	3.6	-1	7	-1.5	0	11	-1.1
CCNc1nc(Sc2ccc(C)cc2)cc(C(F)(F)F)n1	-68	3	13	·	2	-1	1.1	4	2	0.8
CN(C)N=Nc1ccc(S(N)(=O)=O)cc1	-5	2	11	-0.2	-1	-4	-3.0	1	9	1.4
CC(C)(C)[C@H]1C=C(C(=O)O)O[C@@H](OCc2ccc(CO)cc2)C1	-12	·	·	2.4	0	-9	-1.7&-1.3	5	3	4.1
CCN(CC)C(=O)Cn1cc(C(=O)C(=O)N2CCN(c3ccc(OC)cc3)CC2)c2ccccc21	5	-4	-7	-0.3	0	3	-3.9	-4	22	-2.1
CCC(=O)N1CCN(c2ccccc2NC(=O)c2ccc([N+](=O)[O-])o2)CC1	-2	2	20	-0.3	1	-7	-6.4	5	17	-1.2
CCCCN(C(=O)CSc1cc(C)c2ccc(OC)cc2n1)c1c(N)n(Cc2ccccc2)c(=O)[nH]c1=O	3	-1	-3	0.8	-1	-2	0.5	0	9	-0.6
Cc1ccc2c(C(=O)CN3CCCC3)c(C)[nH]c2c1	-6	3	48	0.6	0	0	0.6	9	8	0.6
COc1ccccc1NC(=O)CCCn1c(=S)[nH]c2ccccc2c1=O	-11	0	15	i	6	-8	-1.1	5	4	0.9
Cc1c(C(=O)NC(=S)NCc2cccnc2)cccc1[N+](=O)[O-]	2	-2	6	-0.5	2	-5	2.4	11	-8	-1.4
Cc1ccc(S(=O)(=O)Nc2nc(C)c(C(=O)NNS(=O)(=O)c3cc(C)ccc3C)s2)cc1	-2	6	12	i	-1	-3	·	-7	10	1.9
N#Cc1cc(NC(=O)c2ccc(Cl)cc2)ccc1Sc1ccccc1	·	·	·	-0.4	-2	·	1.5&3.2	·	4	·
Cc1ccc(CNc2nc3ccc(C)cc3n3cnnc23)cc1	-2	-2	-18	·	1	3	0.5	14	-15	0.3
Cc1cc(C)n2nc(SCC(=O)N(CCC#N)c3ccc(F)cc3)nc2n1	9	·	·	i	5	2	2.0	-15	2	-0.8
CC(=O)Nc1ccc(S(=O)(=O)N2CCN(S(=O)(=O)c3ccc(NC(C)=O)cc3)CC2)cc1	-18	-4	5	i	0	·	-2.1	0	-4	-1.2
Cc1ccc(C(C)C)c2c1C(c1ccc3c(c1)OCO3)CC(=O)O2 (centres undefined)	5	·	·	-6.2	0	·	-1.2	-1	-6	·
O=C(N/N=C/c1cccnc1)c1cc(-c2ccccc2Cl)nc2ccccc12	·	-10	36	i	1	-4	24	4	-2	0.5
Cc1ccc(NC(=O)CCC(=O)c2ccc(Cl)s2)nc1	-2	·	·	i	-1	-11	0.2	-7	6	1.6
